CHO-K1 Ca PAM – counter-screen for M1 PAMs: effect in parental CHO-K1 cells | ATP EC20, Fluo-8 calcium fluorescence; 0% at ATP EC20, 100% at ATP max | activation, % at 3 µM | 0.02% of 360,000 active | AID 602247;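 active means activation above the run cutoff, the mean activation of all test compounds plus 3 SD, cut at about 40% in these data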;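 further: peak over basal fluorescence ratio in a 140 s read after ATP addition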
CHRM5 PAM – positive allosteric modulators of human muscarinic M5 receptor; P08912; CHO-K1 hM5, Fluo-8 calcium, ACh EC20 PAM; 0% = ACh EC20, 100% = ACh EC100; activation, % at 3 µM; 0.3% of 360,000 active;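 active means activation above the run cutoff, the mean activation of all test compounds plus 3 SD, cut at about 18% in these data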
Target sequence (P08912 whole entry, looked up): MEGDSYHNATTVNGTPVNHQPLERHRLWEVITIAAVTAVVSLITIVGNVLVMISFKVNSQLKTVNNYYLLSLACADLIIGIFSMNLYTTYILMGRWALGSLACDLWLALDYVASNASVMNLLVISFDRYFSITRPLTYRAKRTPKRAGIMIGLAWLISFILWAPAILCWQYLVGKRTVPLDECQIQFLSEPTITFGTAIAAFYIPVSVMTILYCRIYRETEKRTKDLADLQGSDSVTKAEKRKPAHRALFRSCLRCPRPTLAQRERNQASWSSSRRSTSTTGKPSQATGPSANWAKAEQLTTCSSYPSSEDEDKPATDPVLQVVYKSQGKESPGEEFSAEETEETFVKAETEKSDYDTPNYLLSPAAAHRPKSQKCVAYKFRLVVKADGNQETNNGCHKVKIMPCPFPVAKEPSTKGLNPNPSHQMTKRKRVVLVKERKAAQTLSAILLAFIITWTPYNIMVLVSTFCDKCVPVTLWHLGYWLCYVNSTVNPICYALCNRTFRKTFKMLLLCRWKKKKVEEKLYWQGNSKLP
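System – CHO-K1 hM5 cells · Compound – 3 µM, single dose · Incubation – compound preincubation 140 s before EC20 acetylcholine addition · Technique – Fluo-8 calcium fluorescence · Measure – Max/basal fluorescence ratio as % of EC20–EC100 ACh window · Benchmarks – low control EC20 acetylcholine (0%), high control EC100 acetylcholine (100%) · Replication – singlicate, one well per test compound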
M4 PAM – CHRM4 positive allosteric modulation; P08173; CHO-K1 hM4/Gqi5, Fluo-8 calcium fluorescence, ACh EC20; 0% = ACh EC20, 100% = maximal ACh; activation, % at 3 µM; 0.4% of 360,000 active; AID 624126;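 active means activation above its plate's cutoff, the mean activation of sample wells plus 3 SD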; further: some results filed as inactive read as strong as hits
Target sequence (P08173 whole entry, looked up): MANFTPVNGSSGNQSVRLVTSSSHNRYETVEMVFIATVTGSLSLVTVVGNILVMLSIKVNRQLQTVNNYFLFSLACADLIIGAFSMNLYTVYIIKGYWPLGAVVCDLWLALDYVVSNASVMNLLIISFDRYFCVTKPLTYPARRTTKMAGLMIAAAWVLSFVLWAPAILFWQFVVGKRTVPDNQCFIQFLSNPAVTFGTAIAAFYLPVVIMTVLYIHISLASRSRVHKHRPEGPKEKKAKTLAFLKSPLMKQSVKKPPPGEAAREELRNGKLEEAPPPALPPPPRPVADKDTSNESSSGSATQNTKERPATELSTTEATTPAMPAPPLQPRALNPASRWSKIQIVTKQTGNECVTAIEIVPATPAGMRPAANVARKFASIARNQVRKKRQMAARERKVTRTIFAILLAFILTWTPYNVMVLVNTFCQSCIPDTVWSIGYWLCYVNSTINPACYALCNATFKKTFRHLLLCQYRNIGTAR
CHRM5 antagonist – blocks acetylcholine activation of human M5 receptor | 0.59% of 360,000 active | CHO-hM5 cells, Fluo-8 calcium fluorescence, ACh EC80 | inhibition, % at 3 µM;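 active means inhibition above a per-plate cutoff, the mean of that plate's test compounds plus 3 SD, cut at about 27% in these data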;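 further: 0% = acetylcholine EC80 with DMSO and 100% = DMSO without agonist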
CHO-K1 Ca antag – M1 antagonist counterscreen hit in parental CHO-K1 cells | ATP-induced calcium, Fluo-8 fluorescence | inhibition, % at 3 µM | 0.6% of 360,000 active;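 active means inhibition above a per-plate cutoff, the plate's mean sample inhibition plus 3 SD, cut at about 24% in these data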;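 further: 0% = DMSO plus EC80 ATP and 100% = DMSO alone without ATP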
CHO-K1 Ca ag – counter-screen for M1 agonists: effect in parental CHO-K1 cells; 0.48% of 360,000 active; Fluo-8 calcium fluorescence; scaled to maximal ATP response, vehicle zero; AID 602248; activation, % at 3 µM; in the data active means activation above about 15%;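 further: untransfected CHO-K1 host cells lacking M1 receptor as counterscreen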
M5 ag – agonists of human muscarinic M5 receptor (CHRM5) | P08912 | CHO-K1 hM5 cells, Fluo-8 calcium fluorescence; 0% DMSO wells, 100% maximal acetylcholine response | activation, % at 3 µM | 0.19% of 360,000 active | AID 624037;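 active means activation above the run's mean over test compounds plus 3 SD, cut at about 23% in these data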;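 further: signal is peak over basal fluorescence ratio across the kinetic read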
M4 ag – agonists of human muscarinic M4 receptor (CHRM4). CHO-K1 hM4/Gqi5, Fluo-8 calcium fluorescence; vehicle 0%, full acetylcholine response 100%. AID 624127. 0.14% of 360,000 active. activation, % at 3 µM. P08173;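 active means activation above the run mean over all test wells plus 3 SD, cut at about 32% in these data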;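 further: peak over basal fluorescence ratio per well then scaled between controls; 0% = DMSO wells and 100% = acetylcholine at EC100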
M4 antag – antagonists of human muscarinic M4 receptor (CHRM4); CHO-hM4 cells, ACh EC80, Fluo-8 calcium fluorescence; inhibition, % at 3 µM; 0.73% of 360,000 active;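 active means inhibition above its plate's cutoff, the mean inhibition of sample wells plus 3 SD, cut at about 27% in these data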;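 further: 0% = acetylcholine EC80 with DMSO and 100% = DMSO without agonist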
* = called active by the depositor.

Value order: CHO-K1 Ca PAM, CHRM5 PAM, M4 PAM, CHRM5 antagonist, CHO-K1 Ca antag, CHO-K1 Ca ag, M5 ag, M4 ag, M4 antag
1) CC1(C)CC(=O)C=C(Nc2ccc(Br)cn2)C1
  -14.2, -3.3, 4.3, 6.8, -7.7, 0.2, 3.2, 1.2, -4.3
2) O=C(NNc1ccccc1Br)C(=O)n1ccc2ccccc21
  1.1, -0.3, -0.6, 6.8, 8.6, -0.1, 0.2, 0.3, -2.4
3) CCOC(=O)c1c(CN2CCOCC2)n(-c2ccccc2)c2ccc(O)cc12
  18.6, -6.9, -1.6, 4.5, -4.5, 1.8, -4.5, 1.5, 4.3
4) O=C(Nc1cccnc1)c1ccc(CN2CCc3ccccc3C2)cc1
  18.7, -6.4, 0.9, 3.7, -12.6, 0.6, -0.1, 1.9, -0.1
5) CCOc1ccc(-c2noc(CCCC(N)=O)n2)cc1OC
  16.9, 5.2, 9.1, -4.6, -4.5, 0.2, -0.7, 0.2, 7.6
6) Cc1ccccc1CN1CCN(S(=O)(=O)c2ccc(Cl)s2)CC1
  4.5, 0.0, -3.5, 0.9, -8.5, -0.7, -7.7, -1.4, 6.7
7) O=C(O)COCC(=O)NCc1nc(-c2ccc(C(F)(F)F)cc2)no1
  12.0, -4.6, -5.7, 4.9, 0.3, 0.5, -1.0, 0.2, 7.8
8) COc1ccc(-c2noc(CCCC(=O)NCCc3ccccc3)n2)cc1OC
  8.0, -5.3, -0.8, 5.3, -1.0, 0.3, -5.5, 1.3, 2.5
9) O=C(O)CSCCn1cccn1
  1.3, -3.0, -3.4, 5.8, 5.8, 0.4, 0.1, 0.6, 6.1
10) COc1ccc(C(C)(NC(C)=O)c2nc(-c3ccccc3OC)cs2)cc1 (centres undefined)
  8.7, 2.8, 9.8, -8.1, -13.0, -0.5, -1.9, -1.4, -11.2
11) CC(=O)N(CCc1ccccc1)c1ccc2c(c1)C1CC2CCN1C(=O)OCc1ccccc1 (centres undefined)
  16.2, -14.7, -10.7, 24.8, -0.8, 4.5, 0.2, 8.5, 9.2
12) CCc1ccc(S(=O)(=O)Nc2ccc(N3CCN(C)CC3)cc2)cc1
  14.6, 8.6, -1.5, -5.3, -7.9, 2.4, -9.3, 1.4, -0.9
13) COc1ccccc1/C=C\C(=O)NCC(=O)N/N=C/c1cccc(OC)c1O
  7.7, -3.4, -5.0, -7.2, -8.7, 8.0, -1.7, 14.5, -0.6
14) O=C(c1cccnc1)N1CCN(S(=O)(=O)c2ccc(S(=O)(=O)N3CCCC3)cc2)CC1
  6.0, 0.3, 5.1, -4.1, -5.2, 0.1, 0.3, 1.1, -4.2
15) CN1C(=O)[C@@H]2[C@H](C1=O)[C@@H]1C(=O)Nc3ccccc3C(=O)N1[C@@H]2c1ccc(F)cc1
  16.5, 16.4, 1.5, -9.0, -10.8, 0.3, 2.7, 2.5, 10.7
16) O=C(N/N=C/c1ccc(N2CCOCC2)cc1)c1ccc(O)cc1
  -4.5, 5.4, -10.2, -4.8, -1.3, 0.7, 3.6, 0.8, 6.9
17) Cc1cccc(C(=O)NC(C)C(=O)NC(c2nc3ccccc3[nH]2)C(C)C)c1 (centres undefined)
  8.4, -3.1, -1.4, 11.4, -22.8, 1.3, 0.1, 2.0, 8.4
18) COc1ccccc1NC(=O)c1ccccc1NC(=O)c1ccccn1
  -20.4, -6.6, -2.1, 6.2, 11.3, 0.8, 0.5, 5.8, -3.0
19) NCc1cccc(-n2cccn2)c1
  20.7, -3.0, 7.5, 4.9, -1.9, 0.6, -2.0, -0.3, -4.1
20) CCCCOC(=O)CCN1C(=O)/C(=C2\SC(=S)N(CCC(=O)OCCCC)C2=O)SC1=S
  -2.2, -1.2, 2.3, -0.1, 0.9, -0.3, 1.3, 0.5, -4.0
21) CC1CCCC(C)N1C(=O)CN1C(=O)NC2(CCCCCC2)C1=O (centres undefined)
  11.3, 1.3, -6.0, -4.5, -3.0, 0.8, 1.9, 1.4, 6.6
22) CCOc1ccccc1-c1cc(C(=O)N/N=C/c2ccc(O)c(OC)c2)c2ccccc2n1
  4.0, -11.8, -2.4, -1.6, -1.5, 3.8, 3.1, 7.7, 1.6
23) CCc1ccccc1OCC(=O)Nc1ccc(S(N)(=O)=O)cc1
  14.1, -2.2, -2.5, 3.5, -10.1, 0.9, 0.7, 1.6, -0.9
24) Cc1cccc(C)c1NC(=O)CN1C(=O)NC(C)(C2CC2)C1=O (centres undefined)
  -13.4, -3.2, -3.1, 6.5, -11.3, 0.2, -0.3, 1.2, 2.6
25) CCN(CC(=O)Nc1ccc2c(c1)OCCO2)C(=O)CCc1ccc(OC)cc1
  20.7, 1.4, 4.2, 0.9, -10.7, 1.1, -1.1, 2.3, 0.4
26) O=C(Nc1ncc2c(n1)-c1ccccc1OC2)c1ccc(F)cc1
  -15.9, 2.9, -3.5, 5.0, -9.9, -1.0, -8.5, 1.8, -18.7
27) Cc1cnc(C)c(N2CCC(C(=O)NCc3cccs3)CC2)n1
  3.4, 2.8, 8.2, -6.6, -10.0, 0.4, -7.7, 1.6, -7.8
28) Cc1cc2ccccn2c1C(=O)c1ccc(Cl)c([N+](=O)[O-])c1
  13.8, 5.6, 10.6, 5.9, -17.7, 0.5, 4.8, 4.5, -7.4
29) O=C1CCNc2ccc(-c3ccccc3)cc21
  13.3, -0.4, -0.3, 4.2, -2.9, 1.1, 2.6, 1.1, 4.8
30) COc1cccc(-c2noc(-c3ccc4c(c3)OCO4)n2)c1
  18.0, 0.3, -4.8, 11.4, -13.1, 0.8, -2.3, 0.3, 3.6

Record cards, from the list above. Values in the order: CHO-K1 Ca PAM	CHRM5 PAM	M4 PAM	CHRM5 antagonist	CHO-K1 Ca antag	CHO-K1 Ca ag	M5 ag	M4 ag	M4 antag
Record of CCc1ccccc1OCC(=O)Nc1ccc(S(N)(=O)=O)cc1 : 14.1	-2.2	-2.5	3.5	-10.1	0.9	0.7	1.6	-0.9
Record of COc1cccc(-c2noc(-c3ccc4c(c3)OCO4)n2)c1 : 18.0	0.3	-4.8	11.4	-13.1	0.8	-2.3	0.3	3.6

Going on with the list:
Value order: CHO-K1 Ca PAM, CHRM5 PAM, M4 PAM, CHRM5 antagonist, CHO-K1 Ca antag, CHO-K1 Ca ag, M5 ag, M4 ag, M4 antag
31) c1ccc(CN2CCN(c3nc(-c4ccccn4)nc4ccccc34)CC2)cc1
  4.9, -1.1, 5.0, 3.5, 1.1, -0.2, -3.1, 1.1, -0.1
32) Cn1nnnc1SCC(=O)c1cccs1
  4.5, 4.2, -3.9, -4.1, -14.0, 0.1, -4.6, 0.4, 7.0
33) O=C(c1cc2c(s1)CCCC2)N1CCN(C(=O)C2CCCO2)CC1 (centres undefined)
  14.3, -2.9, 9.6, 11.9, -10.8, 0.0, -0.3, -0.4, -1.1
34) Cc1noc(C)c1COc1ccccc1C(=O)NNC(=O)c1ccc(F)cc1
  24.2, -7.3, 6.5, 2.1, -23.4, 1.7, -0.5, 1.6, -2.6
35) CCCCn1c(/C=C/c2ccco2)nc2ccccc21
  19.0, -1.1, 3.4, -5.3, -12.3, 1.1, 2.6, 0.3, -18.3
36) Cc1cccc(N2CCN(S(=O)(=O)c3c(C)[nH]c(C)c3C(=O)N3CCCC3)CC2)c1C
  -27.0, -1.9, -4.0, 13.3, 16.3, 0.1, -3.2, 1.6, -3.0
37) COC(=O)c1ccccc1NC(=O)N1CCN(S(C)(=O)=O)CC1
  3.9, -14.3, -6.5, 5.8, -5.2, 4.5, 2.7, 12.6, -7.2
38) CCc1ccc(N2CC(C(=O)NNC(=O)c3ccc(F)cc3)CC2=O)cc1 (centres undefined)
  10.0, -1.9, -0.4, 7.2, 3.7, 0.4, -0.1, -0.1, -6.7
39) C[C@@H]1CC2=C(C(=O)OC(C)(C)O2)[C@H](c2ccc(Cl)cc2)O1
  19.0, 15.2, 3.1, -3.6, -19.3, -0.3, 0.7, -1.8, 3.8
40) COC(=O)Cc1c(O)ccn(Cc2cccc3ccccc23)c1=O
  5.9, 5.9, 20.4, 2.1, -0.4, 0.1, 4.0, 0.5, -6.6
41) COc1ccc(CC(=O)Nc2ccc(S(=O)(=O)NCC3CCCO3)cc2)cc1 (centres undefined)
  20.4, -11.7, -2.4, 13.0, -11.7, 9.0, 9.8, 12.4, -5.4
42) O=C(NCc1ccco1)c1nc2nc(-c3cccs3)cc(C(F)(F)F)n2n1
  2.4, 0.7, -5.7, 0.1, 8.2, 0.2, -0.9, 1.4, -4.4
43) C[C@H]1CN([C@@H](C)CO)C(=O)CCCn2cc(nn2)CO[C@@H]1CN(C)S(C)(=O)=O
  5.4, 2.9, 3.7, 1.0, -0.5, -0.1, 2.1, 0.8, 3.1
44) O=C(NCCc1ccccc1)c1ccc([N+](=O)[O-])cc1
  -3.7, -5.3, 0.7, 7.0, 11.2, -0.3, -0.7, -0.3, 2.0
45) CC(C)CN(Cc1cc(=O)oc2cc(-c3ccccc3)c(O)cc12)CC(C)C
  5.8, -15.6, 7.0, 20.9, 1.9, 0.7, -5.2, 0.3, -0.2
46) COc1ccccc1NS(=O)(=O)c1cccc(C(=O)N2CC(C)OC(C)C2)c1 (centres undefined)
  20.0, 5.6, 2.1, -2.8, -13.1, 3.2, 2.0, 2.7, -1.4
47) Cc1ccc(Nc2nnc(-c3ccccc3N)o2)cc1C
  25.9, 8.9, -1.3, 0.1, -2.8, 2.2, 7.0, 0.9, -5.1
48) N#Cc1nc(-c2ccco2)oc1N1CCN(Cc2ccccc2)CC1
  11.0, -0.8, 6.9, 1.6, -8.0, -0.1, -1.4, -0.7, 3.1
49) COc1ccc(S(=O)(=O)Nc2ccc(F)c(F)c2)cc1C(=O)N1CCOCC1
  6.7, 4.7, -6.1, 2.9, -17.3, 0.4, -1.9, 0.1, 5.2
50) COc1ccc(C(=O)Nc2cccc3cccnc23)cc1OC
  22.6, -6.1, -10.0, -2.6, -8.2, 2.3, -4.3, 5.6, -5.6

Part of the list above in a different format.
(43) C[C@H]1CN([C@@H](C)CO)C(=O)CCCn2cc(nn2)CO[C@@H]1CN(C)S(C)(=O)=O
  CHO-K1 Ca PAM: 5.4 | CHRM5 PAM: 2.9 | M4 PAM: 3.7 | CHRM5 antagonist: 1.0 | CHO-K1 Ca antag: -0.5 | CHO-K1 Ca ag: -0.1 | M5 ag: 2.1 | M4 ag: 0.8 | M4 antag: 3.1

(42) O=C(NCc1ccco1)c1nc2nc(-c3cccs3)cc(C(F)(F)F)n2n1
  CHO-K1 Ca PAM: 2.4 | CHRM5 PAM: 0.7 | M4 PAM: -5.7 | CHRM5 antagonist: 0.1 | CHO-K1 Ca antag: 8.2 | CHO-K1 Ca ag: 0.2 | M5 ag: -0.9 | M4 ag: 1.4 | M4 antag: -4.4

An unsorted share of the library, and some 2.7% of all compounds hit somewhere here.
